HTT cytoprotect = protects HTT-Q103 PC12 cells, measured by ATP; PC12 HTT-Q103 induced, cytoprotection, ATP luminescence, 40 h; Potency, µM (top dose mostly 56.4 µM), without a hit: cytoprotection (ATP increase), most hits filed as activators; hit rate 0.14% among 230,000;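 further: % of control where 0% means no effect; nearly all actives have a fitted effect of over 45% in size; toxic huntingtin expression switched on by the ecdysone agonist tebufenozide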
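Cells were plated at 1500 per well in phenol red-free DMEM with 5% equine and 5% calf serum. Tebufenozide (100 nM final) and compounds were added, then ATPlite reagent, and luminescence was read.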
GAA glycogen mod = inhibitors or activators of human alpha-glucosidase glycogen cleavage | P10253 | recombinant GAA, glycogen substrate, Amplex Red glucose oxidase fluorescence | Potency, µM (titrated, usually from 76.4 µM), without a hit: at the highest dose activity change, negative = inhibition, usual class: inhibitors | hit rate 0.38% among 300,000 | AID 2100;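 further: 0% = full enzyme reaction and -100% = no-enzyme basal signal; the screen sought inhibitors and activators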
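Recombinant enzyme (4 nM final) with compounds titrated up to 77 uM and bovine liver glycogen (30 ug) in citrate pH 5.0, 0.01% Tween-20, 37 C 40 min. Released glucose detected by Amplex Red/glucose oxidase (Ex 573/Em 610); AC50 from Hill fits.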
IMPase Li cell = IMPase inhibition in cells with lithium potentiation | hit rate 0.35% among 210,000 | Potency, µM (highest dose often 59.4 µM), without a hit: top-dose activity, negative = IMPase inhibition, hits mostly inhibitors | CHO-M1 cells, IP1 TR-FRET (IP-One), carbachol + lithium;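 further: IP1 builds up when IMPase is blocked and the TR-FRET signal falls; plate controls were basal vehicle for no effect and high inhibitor control for full effect; nearly all actives have a fitted effect of over 50% in size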
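CHO cells stably expressing M1 receptor (2000/well, cultured 16–30 h) treated 30 min at 37C with compound plus low lithium. Cytosolic IP1 by TR-FRET (665/620 ratio and 620 channel) after 10 min lysis; AC50 by Hill fit.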
GAA inh = alpha-glucosidase (human) inhibition; hit rate 0.005% among 200,000; purified human GAA, 4-MU-alpha-glucoside fluorescence; Potency, µM (highest dose often 76.9 µM), inactives show at the highest dose activity change, negative = inhibition, most hits filed as inhibitors; AID 1466; P10253;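 further: plate controls were uninhibited enzyme wells for no effect and no-enzyme background for full effect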
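Fluorescence at Ex 365/Em 440 nm from 4-methylumbelliferone reported enzyme activity after 20 min at room temperature. Reactions used 4 nM enzyme and 400 uM substrate at pH 5.0; curves fitted with the Hill equation.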
aGlu spleen mod = inhibitors or activators of human alpha-glucosidase in spleen homogenate. P10253. human spleen homogenate, 4-MU-alpha-glucoside fluorescence. Potency, µM (top dose mostly 79.9 µM), without a hit: at the highest dose activity change, negative = inhibition, hits mostly inhibitors. hit rate 0.006% among 240,000;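 further: 0% = enzyme with vehicle and -100% = no enzyme basal signal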
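Human spleen homogenate (1 ug) incubated with compounds and 1 mM 4-methylumbelliferyl-alpha-D-glucopyranoside in pH 5.0 citrate/phosphate buffer, 37 C, 40 min. Stopped at pH 10; 4-MU fluorescence (Ex 365/Em 440 nm); AC50 by Hill fit.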
RGS12 GoLoco inh = blocks human Gai1 binding to RGS12 GoLoco peptide, red readout. Potency, µM (titrated, usually from 61.6 µM), without a hit: top-dose activity, negative = inhibition, most hits filed as inhibitors. Gai1:RGS12 GoLoco peptide FP, rhodamine, 10 min. hit rate 0.44% among 230,000; active means well fitted inhibition curve with a large enough effect, not every such curve was filed as active; inactive means no such curve, though single readings can be large or run the other way; further: on the % scale 0 is the no-effect control and ±100 the full control effect; nearly all actives have a fitted effect of over 30% in size; many of its hits are not listed in these tables
Target sequence (P63096 whole entry, looked up): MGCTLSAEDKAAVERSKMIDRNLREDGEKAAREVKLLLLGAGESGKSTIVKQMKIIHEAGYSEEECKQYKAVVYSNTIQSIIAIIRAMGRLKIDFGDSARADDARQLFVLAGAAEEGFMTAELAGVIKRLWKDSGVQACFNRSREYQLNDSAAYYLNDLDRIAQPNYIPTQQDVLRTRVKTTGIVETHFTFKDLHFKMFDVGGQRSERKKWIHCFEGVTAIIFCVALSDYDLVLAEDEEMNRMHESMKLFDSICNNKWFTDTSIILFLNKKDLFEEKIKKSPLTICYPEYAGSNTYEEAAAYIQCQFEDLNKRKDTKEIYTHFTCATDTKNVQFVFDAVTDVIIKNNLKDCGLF
HttQ103 aggreg = reduces HttQ103-GFP aggregates in PC12 cells; PC12 HttQ103-GFP aggregates, Acumen cytometry, 40 h; hit rate 1.1% among 220,000; Potency, µM (top dose mostly 46.1 µM), for inactives: at the highest dose activity change, negative = inhibition, hits mostly inhibitors; further: on the % scale 0 is the no-effect control and ±100 the full control effect; nearly all actives have a fitted effect of over 60% in size
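Inducible Q103 Huntingtin exon 1–GFP PC12 line, 1500 cells/well in phenol red free DMEM with 5% equine and 5% calf serum. Tebufenozide 100 nM induced expression; compounds titrated; aggregates quantified by cytometry.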
Active calls of the source: *; ? = inconclusive; nt = not tested or not shown; [ ] = another dose, or the depositor's remark. Unless noted, the call rests on the fitted dose curve; in most records, active means well fitted curve in the direction sought with a large enough effect; inconclusive means small, poorly fitted or top-dose-only effect, or another doubt; inactive means no such curve, though single readings can be large; an effect the other way counts as inactive or inconclusive. Potency means the concentration at half of the fitted maximal effect.

SMILES | HTT cytoprotect | GAA glycogen mod | IMPase Li cell | GAA inh | aGlu spleen mod | RGS12 GoLoco inh | HttQ103 aggreg
CCCCOc1cccc(/C=N/NC(=O)c2csc(C)c2C)c1 | -17% | -13% | 14%[38.3 µM] | -5% | 3% | 0% | -4%
Nc1nc(SCC(=O)Nc2ccc3c(c2)OCO3)n[nH]1 | -15% | 1% | 0% | 8% | -4% | 7% | 0%
Cc1ccc(-c2nc3c4ccccc4ccn3c2CN2CCCCC2)cc1 | -4%[10 µM] | 2% | nt | nt | 12% | 1% | -9%[9.22 µM]
CCCCCn1c(CN2CCN(Cc3ccccc3)CC2)nc2c1c(=O)n(C)c(=O)n2C | 7%[10 µM] | 5% | 16% | 2% | 0% | 13% | 5%
CC(=O)Nc1c(NC(=O)CC#N)[nH]c2c(c1=O)c(=O)n(C)c(=O)n2C | -17%[10 µM] | 8% | -6% | -4% | 4% | 9% | -3%[9.22 µM]
C/C(Cn1nnc2ccccc21)=N/OC(=O)c1c(F)cccc1F | -20% | -10% | -6% | 3% | 7% | 3% | 11%
S=C(Nc1ccccc1)N1CCOCC1 | -4%[10 µM] | -7% | 2% | 7% | 6% | 8% | -2%[9.22 µM]
O=C(NCCc1ccccc1)C1CCN(S(=O)(=O)c2ccccc2)CC1 | -8% | 4% | 28%[38.3 µM] | ? | -4% | 5% | 10%
O=C(NNS(=O)(=O)c1ccccc1[N+](=O)[O-])c1ccncc1 | nt | 1% | 1% | -2% | 6% | 6% | -3%
Nc1ccc(N2CCOCC2)c(Cl)c1 | 12% | ? | 18%[38.3 µM] | 1% | -5% | 3% | 7%

4 of the compounds above, with values under each structure:
Under each structure – HTT cytoprotect	GAA glycogen mod	IMPase Li cell	GAA inh	aGlu spleen mod	RGS12 GoLoco inh	HttQ103 aggreg
> CC(=O)Nc1c(NC(=O)CC#N)[nH]c2c(c1=O)c(=O)n(C)c(=O)n2C
  -17%[10 µM]	8%	-6%	-4%	4%	9%	-3%[9.22 µM]
> CCCCOc1cccc(/C=N/NC(=O)c2csc(C)c2C)c1
  -17%	-13%	14%[38.3 µM]	-5%	3%	0%	-4%
> S=C(Nc1ccccc1)N1CCOCC1
  -4%[10 µM]	-7%	2%	7%	6%	8%	-2%[9.22 µM]
> Cc1ccc(-c2nc3c4ccccc4ccn3c2CN2CCCCC2)cc1
  -4%[10 µM]	2%	nt	nt	12%	1%	-9%[9.22 µM]

Carrying on.
SMILES | HTT cytoprotect | GAA glycogen mod | IMPase Li cell | GAA inh | aGlu spleen mod | RGS12 GoLoco inh | HttQ103 aggreg
COCCNC(=S)c1ccc(Br)cc1 | -40%[inhibitor] | -14% | 7% | 0% | -3% | 1% | 30%
CNC(=O)c1ccc(N(Cc2ccccc2C)S(C)(=O)=O)cc1 | -12%[0.074 µM] | 7% | 0%[38.3 µM] | -4% | -1% | 4% | 6%
CN(C)CCNC(=O)C(=O)C1C(=O)Nc2ccccc21 (centres undefined) | -38% | 9% | 4% | -3% | -4% | 4% | -9%
Cc1cccc(OC(=O)c2cn(C)nc2C(F)(F)F)c1C | 1%[10 µM] | -5% | 10%[38.3 µM] | -12% | -1% | -10% | 14%
COc1ccc(/C=N/NC(=S)Nc2ccccc2)cc1 | ? | ? | 11% | -6% | -1% | 27% | 22%[9.22 µM]
c1cncc(-c2nn[nH]n2)c1 | 1% | 4% | 4%[38.3 µM] | -6% | 4% | 9% | -14%
CC(=O)c1sc(=S)n(-c2ccc(Cl)cc2)c1C | nt | -7% | 19% | 2% | 5% | 3% | 23%
OC1(C2(O)CC(c3ccccc3)ON2)CCCCC1 (centres undefined) | 28% | 5% | 9%[38.3 µM] | -6% | -9% | -8% | -8%[9.22 µM]
CCn1c(N2CCN(CC(=O)c3c(C)n(C)c4ccc(OC)cc34)CC2)nc2c1c(=O)[nH]c(=O)n2C | 8%[10 µM] | 3% | nt | -8%[15.4 µM] | -5% | -5% | 28%[9.22 µM]
O=C(NCc1cccs1)C1CC(=O)N(c2ccccc2)C1 (centres undefined) | -17%[10 µM] | 2% | 16%[38.3 µM] | 0% | -6% | 1% | 5%
O=C(Nc1ccc(Cl)cc1)N(Cc1cccs1)Cc1cccs1 | 16% | -4% | 48%[activator][38.3 µM] | -9% | 0% | 9% | ?
CN1c2ccccc2N(C)C1(C)c1ccccc1 | -19%[10 µM] | ? | 4% | 2% | -2% | 1.3µM* | -14%
Cc1ccc(C)c(NS(=O)(=O)c2c(C)nn(C)c2C)c1 | -3% | 10% | -12%[38.3 µM] | -2% | 1% | 5% | 12%
CCN(CC)CCNc1ncnc2c1sc1nc(N3CCOCC3)c3c(c12)CCCC3 | -4%[10 µM] | -10% | nt | nt | -2% | 13% | -1%[9.22 µM]
CCOC(=O)C(C(=O)OCC)C(Nc1cccc(Br)c1)c1ccccc1 (centres undefined) | -29% | -10% | 22%[38.3 µM] | -1% | 2% | -5% | 31%
Cn1cc(Cl)c(C(=O)NNC(=S)NC2CCCCC2)n1 | nt | 10% | 3% | 1% | -4% | 3% | 1%
O=C(CN1CCOCC1)N1CCCc2ccccc21 | nt | 13% | 10% | 9% | -3% | -10% | nt
CSc1nnc2c3ccccc3c3ccccc3c2n1 | -11% | 2% | 9%[38.3 µM] | 5% | -9% | -1% | -7%
Cn1c(SCCS(=O)(=O)c2ccc(Cl)cc2)nnc1-c1ccccc1 | 2% | -4% | -6%[38.3 µM] | 0% | -3% | 9% | 8%
COc1cc([N+](=O)[O-])ccc1NC(=O)CCN1C(=O)C2C3CCC(C3)C2C1=O (centres undefined) | nt | -5% | 2% | 3% | 0% | 25% | 0%
CCCCN(C(=O)CN1CCOCC1)c1c(N)n(CC(C)C)c(=O)[nH]c1=O | -1%[10 µM] | 0% | nt | 1% | 7% | nt | -5%
CS(=O)(=O)Nc1cccc(-c2nc(N3CCNCC3)c3ccccc3n2)c1 | 2% | nt | 3% | nt | -2% | 3% | nt
O=C(/C=C/c1c(F)cccc1Cl)c1ccc(O)cc1 | 14%[10 µM] | 2% | nt | nt | 3% | -5% | -5%[9.22 µM]
Cn1ncc(Br)c1C(=O)N1CCc2ccccc21 | nt | -2% | -6% | -5% | -4% | 8% | 19%
O=C1[C@@H]2C(Cc3ccc(O)cc3)NC3(C(=O)Nc4ccc(F)cc43)[C@@H]2C(=O)N1c1ccccc1 (some centres undefined) | -15%[0.074 µM] | 8% | nt | 2% | 6% | nt | -4%
COc1cc2c3c(c1)C(C)=CC(C)(C)N3C(=O)C2=O | -52%[inhibitor][10 µM] | 4% | 13% | -11% | -6% | 22% | -4%[9.22 µM]
COc1ccc(-c2nc3cnc(N(C)C)nc3n(Cc3cccs3)c2=O)cc1 | 8% | nt | 2% | nt | -4% | 3% | nt
COc1ccc2c(c1)O/C(=C\c1ccco1)C2=O | -9%[10 µM] | ? | nt | nt | -16% | 23% | 0%[9.22 µM]
O=C1c2cccc3cccc(c23)C(=O)N1c1cccnc1 | -75%[inhibitor] | 4% | nt | ? | 1% | nt | ?
Cc1ccc2c(c1)sc1nc(=O)n(-c3ccc(Cl)c(Cl)c3)c(=O)n12 | -22% | 1%[76.3 µM] | 11%[38.3 µM] | -4% | -1% | 11% | 12%
OCCNCCOCCOc1ccccc1-c1ccccc1 | nt | 1% | 0% | -1% | 0% | 3% | -8%
CCn1cc(Br)c(C(=O)Nc2ccc(Cl)c(Cl)c2)n1 | -13%[10 µM] | -1% | 10% | -1% | 5% | -3% | ?
COC(=O)C1=C(C)Nc2c(c(=O)n(C)c(=O)n2C)C1c1cccnc1 (centres undefined) | 23%[1.9 µM] | ? | 6% | -3% | -2% | 12% | -6%
O=C(Nc1ccc2[nH]ccc2c1)c1cccs1 | -52%[inhibitor][10 µM] | -8% | nt | nt | -2% | 0% | -20%[9.22 µM]
O=[N+]([O-])c1cnc(Sc2ccncn2)s1 | -98%[inhibitor][10 µM] | 6% | nt | -6% | 4% | -6% | ?
COc1ccc(NC(=O)CN(C)CC(=O)Nc2cccc(F)c2)cc1Cl | -18% | -3% | 6% | -3% | 1% | -1% | 6%
O=C(C1CCCN(S(=O)(=O)c2cccc3cccnc23)C1)N1CCN(c2ccccc2F)CC1 (centres undefined) | -14% | -6% | 27%[38.3 µM] | -5%[15.4 µM] | -4% | -8% | -19%
CC(C)C(NC(=O)CN1C(=O)c2ccccc2S1(=O)=O)C(C)C | 13% | 6% | -7%[38.3 µM] | 8% | 1% | -12% | -5%
CC(C)c1ccc(NC(=O)COc2ccc(F)cc2C(=O)c2cnn(-c3ccccc3)c2)cc1 | 2%[10 µM] | 0% | 5% | 5% | 0% | 1% | -11%
O=C(CS(=O)(=O)c1c[nH]c2ccccc12)NC1CCCCC1 | 10%[10 µM] | 3% | 21%[38.3 µM] | -10% | -11% | -2% | 2%
CCCCC(=Nc1ccccc1OC)C1=C(O)CC(c2ccccc2)CC1=O (centres undefined) | 1%[10 µM] | -4% | 21% | 2% | -3% | 2% | 1%
CCOC(=O)C(NC(C)=O)(N1CCc2ccccc2C1)C(F)(F)F (centres undefined) | 0% | 6% | 6%[38.3 µM] | 1% | 0% | -1% | 4%
CCOC(=O)Nc1c(C(=O)OC)[nH]c2cccc(OC)c12 | 14% | 4% | 13%[38.3 µM] | -3% | 1% | 3% | -10%
CCS(=O)(=O)N1CCN(c2ccc([N+](=O)[O-])c(NCc3ccccc3)c2)CC1 | -6% | -2% | 9%[38.3 µM] | -6% | -9% | 5% | -2%
CC(=C1C(=O)c2ccccc2C1=O)N1CCc2ccccc2C1 | 11% | 2% | -12%[38.3 µM] | -4% | 7% | 15% | -29%
C=CCN(C(=O)Nc1ccc(Cl)cc1)C1CC(=O)N(c2ccc(OC)cc2)C1=O (centres undefined) | 22%[10 µM] | -6% | 30%[38.3 µM] | -11% | -1% | -2% | -1%
Cc1nc2ccccc2n1C(=O)c1ccccc1[N+](=O)[O-] | nt | 1% | -8% | 1% | 1% | -4% | 0.14µM*
O=C(NC1CCS(=O)(=O)C1)c1cccnc1 (centres undefined) | -15% | 5% | 20% | -10% | nt | -2% | -7%
CN(C)S(=O)(=O)Oc1ccsc1C(=O)Nc1cccc(Cl)c1 | 8% | 3% | 3%[38.3 µM] | -4% | 3% | 5% | ?

Screens (PubChem)

Only part of the results is shown (hit frequency here may not be typical).
